High-throughput results as filed in PubChem BioAssay.
AT treatment – candidate therapy for ataxia-telangiectasia; 320,000 tested, 0.19% active; […] A-T fibroblasts, KAP-1 phosphorylation AlphaLISA; neocarzinostatin DNA damage 30 min before lysis; Potency, µM (highest dose often 57.5 µM), for inactives: at the highest dose activation, actives largely listed as activators; further: potency means the concentration at half of the fitted maximal effect; % of control where 0% means no effect; nearly all actives have a fitted effect of over 45% in size
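ATM-like activity read as KAP-1 phosphorylation via AlphaLISA donor/acceptor antibody pairs after lysis and 6 hr at 25C. Cells were ATM-null patient fibroblasts ([…], hTERT), dosed 60 min, then exposed to the DSB inducer NCS for 30 min.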
TCR activator – T cell receptor activation; primary human leukocytes, anti-CD3, IL-2 HTRF, 48 h; Potency, µM (top dose mostly 9.22 µM), for the others: at the highest dose activation of IL-2 secretion, usual class: activators; 330,000 tested, under 10 active; further: % of control where 0% means no effect
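HTRF read-out of IL-2 secretion: europium cryptate donor excited at 320nm, d2 acceptor emission at 665nm. Cells were primary human leukocytes incubated 48 hr with compounds and a-CD3 beads, supplying TCR signal only.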
Tb PFK inh – inhibitors of T. brucei phosphofructokinase | O15648 | T. brucei PFK, ADP-Glo luminescence | Potency, µM (doses to about 57.5 µM), for inactives: top-dose activity, negative = inhibition, usual class: inhibitors | 330,000 tested, 0.17% active | AID 485367;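 further: potency means the concentration at half of the fitted maximal effect; 0% = uninhibited 1x PFK enzyme wells and -100% = no-enzyme wells; nearly all actives have a fitted effect of over 60% in size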
Target sequence (O15648 whole entry, looked up): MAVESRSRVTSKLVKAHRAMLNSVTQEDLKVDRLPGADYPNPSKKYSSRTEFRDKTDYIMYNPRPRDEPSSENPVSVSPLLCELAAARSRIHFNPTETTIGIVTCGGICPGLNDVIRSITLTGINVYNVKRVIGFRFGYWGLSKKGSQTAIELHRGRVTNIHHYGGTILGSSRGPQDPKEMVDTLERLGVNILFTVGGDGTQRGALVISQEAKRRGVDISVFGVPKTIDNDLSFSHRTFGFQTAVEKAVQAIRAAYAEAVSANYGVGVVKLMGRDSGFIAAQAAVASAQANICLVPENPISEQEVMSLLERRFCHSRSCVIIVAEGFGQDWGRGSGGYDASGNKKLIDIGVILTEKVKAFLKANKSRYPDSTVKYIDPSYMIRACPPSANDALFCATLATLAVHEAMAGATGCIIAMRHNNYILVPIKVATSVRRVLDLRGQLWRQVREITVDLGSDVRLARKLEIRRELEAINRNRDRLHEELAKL
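ADP-Glo luminescence quantified ADP after 45 min at room temperature, with 1.25 nM T. brucei PFK, 0.1 mM ATP and 0.5 mM fructose-6-phosphate in pH 8.0 TEA buffer. qHTS titrations up to 57 µM; curves classified by quality.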
ASM inhibitor – human S-ASM enzyme inhibition. P17405. placental ASM, HMU-PC fluorogenic substrate, 60 min. Potency, µM (series often up to 57.5 µM), for the others: at the highest dose activity change, negative = inhibition, actives largely listed as inhibitors. 340,000 tested, 0.006% active. AID 504937; further: potency means the concentration at half of the fitted maximal effect
Target sequence (P17405 47-631 limits assumed): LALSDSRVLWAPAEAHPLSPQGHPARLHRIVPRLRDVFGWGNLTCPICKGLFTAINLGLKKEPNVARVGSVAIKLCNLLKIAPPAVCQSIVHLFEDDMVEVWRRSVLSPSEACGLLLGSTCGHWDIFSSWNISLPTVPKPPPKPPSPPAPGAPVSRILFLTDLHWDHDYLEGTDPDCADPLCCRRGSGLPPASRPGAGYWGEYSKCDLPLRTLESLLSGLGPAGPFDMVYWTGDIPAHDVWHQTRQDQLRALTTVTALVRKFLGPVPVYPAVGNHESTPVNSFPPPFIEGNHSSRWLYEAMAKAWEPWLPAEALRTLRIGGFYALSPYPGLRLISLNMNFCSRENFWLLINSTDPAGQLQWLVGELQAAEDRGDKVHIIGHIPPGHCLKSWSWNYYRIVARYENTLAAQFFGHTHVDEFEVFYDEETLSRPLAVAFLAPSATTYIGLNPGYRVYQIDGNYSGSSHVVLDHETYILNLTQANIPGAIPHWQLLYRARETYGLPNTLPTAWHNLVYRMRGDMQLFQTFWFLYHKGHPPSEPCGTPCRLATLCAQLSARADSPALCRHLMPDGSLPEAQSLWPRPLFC
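Fluorogenic HMU-PC substrate (9 uM final) is turned over by placental ASM in 60 min at 37 C after a 10 min compound preincubation. Reaction ended by alkaline stop (pH 10), with fluorescence read at 386/447 nm.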
a7 integrin act – activators of alpha7 integrin expression for muscular dystrophy; Potency, µM (series often up to 38.3 µM), without a hit: top-dose activation, hits mostly activators; AID 624291; alpha7betagal myoblasts, beta-gal FDG fluorescence, 48 h; 350,000 tested, 0.064% active;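 further: potency means the concentration at half of the fitted maximal effect; 100% = response of the positive control SU9516; nearly all actives have a fitted effect of over 60% in size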
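alpha7betagal+/- myoblasts (passage 13, 250/well) treated 48 h at 37C with compounds at 1:260 dilution of DMSO stock. Lysed, then beta-galactosidase activity read as FDG fluorescence (ex 480/em 540) after 30 min, with pre-read for autofluorescence.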
BCR signal inh – blocks chronic active B-cell receptor signaling | 340,000 tested, 0.05% active | ABC-DLBCL IkBa-CBG/CBR reporter, luminescence ratio, 4 h | AID 493014 | Potency, µM (series often up to 46.1 µM), without a hit: at the top dose ratio change, negative = lower green/red ratio, usual class: inhibitors; active means well fitted inhibition curve with a large enough effect in the signal ratio, with a control signal flat, not every such curve was filed as active; inconclusive means small, poorly fitted or top-dose-only effect, or effect the other way, or a change in a side signal; the % refers to the signal ratio;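 further: potency means the concentration at half of the fitted maximal effect; plate controls were basal doxycycline-induced cells for no effect and cells given 10 µM MG132 for full effect; MG132 reads +100%, hits lower the ratio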
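Cell line TMD8 (human ABC DLBCL), stably expressing tet-inducible CBG68-IkBa fusion and CBR; IMDM/0.5% FBS; cpd up to 46 uM; dox induction, 4 h, 37C/5% CO2; dual luminescence; green/red ratio; MG132 control.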
Eya2 inh – inhibitors of human Eya2 phosphatase activity. O00167. recombinant Eya2, OMFP fluorescence dephosphorylation (OMFP is methylfluorescein phosphate). Potency, µM (doses to about 76.9 µM), without a hit: at the top dose activity, negative = inhibition, most hits filed as inhibitors. 330,000 tested, 0.006% active. AID 488837; further: potency means the concentration at half of the fitted maximal effect; on the % scale 0 is the no-effect control and ±100 the full control effect
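Eya2 protein (added as 0.2 uM solution) was preincubated with compound for 10 min at ambient temperature in 50 mM HEPES pH 7.5, 50 mM NaCl, 5 uM MgCl2, 0.05% BSA, 1 mM DTT. OMFP (added at 50 uM) then reacted 10 min; fluorescence read at 485/525 nm.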
Mito fusion act – inhibitors of mitochondrial division or activators of mitochondrial fusion. S. cerevisiae fusion-defective mutant growth rescue, CellTiterGlo 48 h. Potency, µM (titrated, usually from 46.1 µM), without a hit: top-dose growth rescue (activation), hits mostly activators. 320,000 tested, 0.23% active. AID 485298;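 further: potency means the concentration at half of the fitted maximal effect; % of control where 0% means no effect; nearly all actives have a fitted effect of over 45% in size; temperature-sensitive fusion mutants such as fzo1-1 at 37 °C on non-fermentable ethanol glycerol medium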
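Yeast fusion mutant, YPEG (non-fermentable carbon), compound, 48 h at 37C non-permissive; CellTiterGlo added, 10 min RT, luminescence read. Rescued growth = division inhibition.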
TSHR antag – human thyrotropin receptor antagonism. P16473. TSHR-expressing cells, TSH-stimulated cAMP HTRF, 2 h; active compounds read low. activity change, negative = inhibition, % at 11.5 µM. 330,000 tested, 0.2% active. AID 504810;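 active means activity change below a set negative limit, meaning inhibition stronger than a set level, cut at about -70% in these data; inconclusive means activity change between two set negative limits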; further: on the % scale 0 is the no-effect control and ±100 the full control effect
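Inhibition of cAMP made by TSHR-expressing cells under TSH stimulation (4nM final, EC80; 2 h, 37 deg C) is quantified with a one-step lysis HTRF kit, anti-cAMP cryptate versus cAMP-d2.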
ELG1 repair inh – blocks ELG1-dependent DNA repair in HEK293T cells | Potency, µM (doses to about 46.1 µM), for the others: at the top dose activity change, negative = inhibition, hits mostly inhibitors | AID 504467 | HEK293T ELG1-luciferase reporter, luminescence, 16 h; DNA damage induced by 5-fluorouridine | 330,000 tested, 2.3% active; further: potency means the concentration at half of the fitted maximal effect; on the % scale 0 is the no-effect control and ±100 the full control effect; nearly all actives have a fitted effect of over 55% in size
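In this reporter screen, reduction of luminescence relative to DMSO vehicle indicated activity. Compounds and 5-fluorouridine were added together to 2,000 cells per well, incubated for 16 hr at 37 °C, then developed with ONE-Glo.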
PTAP TSG101 blk – blocks PTAP/TSG101 interaction to inhibit HIV-1 budding. 340,000 tested, under 10 active. Q99816. Potency, µM (doses to about 115 µM), for inactives: top-dose activity change, negative = inhibition, most hits filed as inhibitors. Fluorescence polarization, FITC-PTAP peptide / Tsg101 binding; active means well fitted inhibition curve with a large enough effect in the main read-out, with a control signal flat, not every such curve was filed as active; inconclusive means small, poorly fitted or top-dose-only effect, or effect the other way, or a change in a side signal; inactive means no such curve, though single readings can be large or run the other way; further: potency means the concentration at half of the fitted maximal effect; % of control where 0% means no effect
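Fluorescence anisotropy tracks displacement of a FITC-tagged PTAP peptide (50 nM) from the Tsg101 binding domain (10 uM), following a 20 min room-temperature incubation at pH 7.5.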
* hit, by the source's call; ? = inconclusive; . = no result given; [ ] = another dose, or the depositor's remark. Unless noted, the call rests on the fitted dose curve; in most records, active means well fitted curve in the direction sought with a large enough effect; inconclusive means small, poorly fitted or top-dose-only effect, or another doubt; inactive means no such curve, though single readings can be large; an effect the other way counts as inactive or inconclusive.

SMILES	AT treatment	TCR activator	Tb PFK inh	ASM inhibitor	a7 integrin act	BCR signal inh	Eya2 inh	Mito fusion act	TSHR antag	ELG1 repair inh	PTAP TSG101 blk
CCOCCCNc1ccc(N2C(=O)C3CCCCC3C2=O)cc1[N+](=O)[O-] (centres undefined)	-6.5%	0.6%	-5.8%	-3.0%	-15.7%	-2.3%	7.1%	1.7%	-3.1	7.8%	-4.6%
Cc1nnc(NC(=O)CSc2nnc(C(C)NC(=O)c3ccccc3F)n2C)s1 (centres undefined)	3.6%	6.2%	3.1%	3.8%	-5.1%	-2.5%	-0.6%	-2.6%	19.8	?	2.4%
O=C(COC(=O)C1CC(O)CN1S(=O)(=O)c1ccc(Cl)cc1)c1cccc(Cl)c1 (centres undefined)	2.8%	-3.4%[46.1 µM]	-0.4%	-2.7%	8.2%	-0.3%	-9.6%	-4.0%	-5.9	-1.7%	1.5%
CCCc1cc(=O)oc2cc(C)cc(OCC(=O)Nc3ccccn3)c12	6.8%	3.1%	-1.3%	0.7%	-14.0%	?	1.4%	-0.6%	-14.4	2.2%	-1.6%
O=C(NC(CO)(CO)CO)[C@@H]1CCCN1S(=O)(=O)c1cccc2cccnc12	14.9%	-2.1%	-15.4%	3.6%	-18.3%	11.1%	20.2%	-6.7%	7.2	24.6%	.
COc1ccc(C(=O)CSc2nnc(-c3ccccc3)o2)cc1	4.2%	4.6%	2.0%	-3.2%	5.2%	1.9%	11.9%	-2.3%	8.3	?	1.1%
CCOc1ccc(CNc2nnnn2C)cc1	-5.1%	5.2%	1.4%	-5.9%	?	0.0%	-7.0%	2.9%	12.8	21.1%	-3.4%
CC(=O)N(C)c1ccc(NC(=O)N2CCOCC2)cc1	2.3%	-4.6%	-10.5%	1.0%	39.9%	-0.1%	1.7%	-0.1%	-5.6	8.6%	-2.1%
Cc1ccc(/C=N/NC(=O)c2ccncc2)cc1	20.5%	9.3%	-2.8%	5.8%	-18.2%	-11.9%	23.6%	8.7%	36.8	8.0%	-9.6%
Cc1cc(C)cc(Oc2ncnc3c2ncn3Cc2c(Cl)cccc2Cl)c1	0.7%	.	1.3%	-0.4%	5.2%[7.66 µM]	?	-2.9%	10.9%	-37.6	-9.9%	-5.3%
CC(C)(C)c1ccc(Cn2nnc3c(=O)[nH]c(C4CCCN(C(=O)c5ccco5)C4)nc32)cc1 (centres undefined)	0.4%	-1.8%	-0.4%	-18.2%	0.9%	-0.8%	-18.7%	-3.1%	-25.3	-13.6%	-4.6%
CC(=O)N/C(=C\c1cccs1)C(=O)O	0.7%	-7.2%	-8.4%	-1.0%	3.4%	-1.5%	-9.0%	-9.9%	16.4	-4.4%	-3.2%

Single entries from the results shown:
In PTAP TSG101 blk, CCOc1ccc(CNc2nnnn2C)cc1 is listed with -3.4%
In ASM inhibitor, COc1ccc(C(=O)CSc2nnc(-c3ccccc3)o2)cc1 is listed with -3.2%

Carrying on.
SMILES	AT treatment	TCR activator	Tb PFK inh	ASM inhibitor	a7 integrin act	BCR signal inh	Eya2 inh	Mito fusion act	TSHR antag	ELG1 repair inh	PTAP TSG101 blk
CC1CC(C)CN(C(=O)c2ccc3ncsc3c2)C1 (centres undefined)	-2.1%	1.1%	6.4%	0.4%	3.0%	?	-5.9%	3.9%	19.7	0.7%	-0.2%
Cc1ccc(C(=O)OCC(=O)NC2CCCC2)cc1C	10.0%	4.7%	-4.7%	2.9%	0.0%	3.9%	14.3%	11.2%	-4.0	1.2%	-0.3%
O=C(O)c1ccc(N2C(=O)c3cccc(Oc4ccc(Cl)cc4)c3C2=O)cc1	-4.7%	1.6%[46.1 µM]	-1.3%	-20.6%	-0.9%	3.1%	-0.4%	0.7%	6.9	-5.2%	-0.2%
O=C(O)c1ccc2c3n(nc2c1)-c1ccc(Cl)cc1CO3	-15.5%	4.0%	0.4%	3.4%	20.2%	?	6.9%	0.8%	0.0	1.2%	-7.0%
CCN1C(=O)CC(NNC(=O)c2ccccc2)C1=O (centres undefined)	-9.5%	1.1%	-0.9%	0.7%	30.3%	?	7.9%	-3.2%	7.9	?	3.4%
O=C(Nc1ccc(NC(=O)c2ccccc2Cl)cc1)c1cccnc1	0.4%	-2.8%	-1.9%	0.9%	-29.4%	?	-5.2%	-6.1%	3.0	-8.1%	-1.9%
COc1cc2ccccc2cc1C(=O)Nc1ccccc1C	3.3%	.	-3.5%	-0.4%	21.2%	8.0%	-1.9%	1.9%	-14.6	?	-0.2%
N#Cc1ccc(Oc2cnccn2)cc1	54.4%	6.5%	2.6%	3.6%	0.0%	?	10.2%	9.5%	-7.9	3.6%	1.6%
CCC(=O)N1CCc2cc(S(=O)(=O)CCC(=O)NCc3ccc(C)cc3)ccc21	-5.4%	6.5%	-4.4%	2.5%	26.1%	-6.4%	-19.4%	1.6%	-2.5	1.6%	-2.0%
O=C(/C=C/c1ccccc1[N+](=O)[O-])Nc1cccnc1	-4.4%	3.0%[46.1 µM]	-5.6%	-2.0%	?	?	-1.2%	1.3%	-3.2	?	2.9%
CCOc1ccccc1N1CCN(C(=S)Nc2ccc(S(=O)(=O)Nc3ncccn3)cc2)CC1	-35.1%	1.3%	-1.9%	.	19.5%	-2.0%	12.8%	3.4%	13.3	11.4%	1.5%
CCOc1ccc2nc(NCCCNS(=O)(=O)c3ccccc3)c(C#N)cc2c1	?	-0.5%	0.2%	.	-24.8%	?	-6.0%	0.9%	-15.7	?	-9.2%
COC(=O)c1ccc(OCc2nc(N)nc(N3CCOCC3)n2)cc1	13.2%	-0.9%	2.6%	-1.8%	10.9%	-0.6%	-11.2%	-3.5%	-2.8	11.3%	-2.5%
CCc1nnc(NC(=O)CSc2nnc(-c3ccccc3NC(=O)c3ccccc3)o2)s1	-2.4%	2.2%	1.9%	7.6%	?	?	2.1%	0.7%	-1.7	-6.8%	-0.2%
Cn1c2c(c(=O)[nH]c1=O)C(c1ccc(O)cc1)C1=C(N2)c2ccccc2C1=O (centres undefined)	-0.9%	-0.8%	-4.4%	-9.2%	-35.4%	?	-1.5%	-16.0%	-41.5	?	-3.3%
Cc1cccc(NC(=O)c2cc([N+](=O)[O-])ccc2NC2CCCCC2)c1	-3.4%	-2.0%[46.1 µM]	-1.1%	-21.8%	13.6%	?	1.6%	-0.3%	115.6	-23.0%	-0.6%
COc1ccc(OCC(=O)Nc2nnc(C)s2)cc1	0.0%	-4.2%	-2.0%	2.3%	8.0%	-2.2%	-4.7%	1.3%	0.3	?	2.0%
COc1ccccc1-n1c(=O)c2c3c(sc2n2c(=S)[nH]nc12)CCC3	-2.3%	4.2%	1.9%	4.2%	13.7%	6.0%	1.4%	2.9%	-20.9	9.7%	0.2%
Cc1ccc(NC(=O)CC(N)=S)cc1	0.0%	-10.1%	-1.4%	-5.1%	-12.2%	-14.7%	12.9%	4.8%	-3.3	0.0%	-4.1%
Cc1cc2nc3c(=O)n(C4CCCCC4)c(=O)[nH]c3nc2cc1N	13.3%	-0.3%[46.1 µM]	-5.1%	13.2%	-1.4%	-0.3%	?	-2.9%	-7.3	?	?
CCc1nnc(NC(=O)c2ccc(S(=O)(=O)N(C)c3ccccc3)cc2)o1	2.9%	-3.0%	0.8%	1.8%	-29.2%	-4.0%	-20.6%	19.2%	9.9	7.3µM*	-6.8%
Cc1cc(C)nc(SCCc2ccncc2)n1	-2.7%	3.7%	-16.4%	0.2%	9.8%	-0.9%	27.1%	12.7%	26.2	3.1%	-3.8%
COc1ccc(NC(=O)Nc2ccc3nc(C)c(C)nc3c2)cc1	.	1.1%	0.8%	1.0%	9.4%	22.7%	8.9%	0.7%	-8.5	-3.8%	-0.6%
